Screens deposited in PubChem by several laboratories.
HDAC3 inhib: inhibitors of human histone deacetylase 3; inhibition, % at 8.3 µM; AID 2718; hit rate 0.15% among 320,000; recombinant HDAC3, fluorogenic peptide/trypsin coupled, fluorescence; in the data active = inhibition above about 26%, passing the limit was not always enough
Target sequence (O15379 whole entry, looked up): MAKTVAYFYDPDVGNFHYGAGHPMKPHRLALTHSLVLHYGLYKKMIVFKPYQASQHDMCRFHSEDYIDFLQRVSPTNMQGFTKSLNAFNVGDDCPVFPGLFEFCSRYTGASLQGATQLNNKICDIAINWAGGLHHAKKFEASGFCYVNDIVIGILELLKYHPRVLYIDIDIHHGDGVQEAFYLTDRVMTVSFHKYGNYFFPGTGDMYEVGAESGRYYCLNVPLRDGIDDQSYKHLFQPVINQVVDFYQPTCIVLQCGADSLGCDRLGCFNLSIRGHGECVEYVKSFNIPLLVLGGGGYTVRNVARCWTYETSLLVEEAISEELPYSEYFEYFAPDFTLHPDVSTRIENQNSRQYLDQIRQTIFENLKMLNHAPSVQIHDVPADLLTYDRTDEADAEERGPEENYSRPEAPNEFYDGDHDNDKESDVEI
Platelet DG rel: modulates dense granule release in human platelets | human platelet-rich plasma, SFLLRN dense granule ATP release, luminescence | inhibition, %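 (compounds screened at 7.5 µM in platelet-rich plasma)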 | hit rate 0.22% among 300,000;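 active = mean replicate score, as percent of positive control, at or above 50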
HSF-1 act: increases HSF-1 driven luciferase reporter signal; hit rate 1.7% among 300,000; NIH3T3-HGL HSF-1 luciferase reporter, MG132, 8 h; 100% = twice DMSO control signal; activation, % at 9 µM;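 active = mean replicate activation of at least 50% with a set share of replicates each reaching 50%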;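 also: 0% = median of the neutral control wells and 100% = twice that signal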
HSP90 inh: HSP90 refolding inhibition in rabbit reticulocyte lysate; inhibition, % at 5.6 µM; AID 1789; hit rate 0.91% among 290,000; luciferase refolding luminescence, 3 h;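 active = inhibition above the screen-wide mean plus 3 SD, computed separately per campaign, cut at about 16% in these data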;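 also: 0% = DMSO wells and 100% = 60 µM geldanamycin wells; inhibitors lower the luminescence because luciferase stays unfolded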
IEC-6 cytotox: kills IEC-6 intestinal cells in KLF5 counter-screen | IEC-6 cytotoxicity, luminescence viability | inhibition, % at 5 µM | hit rate 0.78% among 290,000; in the data active = inhibition above about 22%;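 also: 0% = plate median of test compound wells and 100% = cytotoxic reference compound wells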
KLF5 inh: kruppel-like factor 5 inhibition. DLD-1 KLF5 promoter-luciferase reporter, luminescence. inhibition, % at 5 µM. hit rate 0.23% among 290,000. AID 1700;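 active = inhibition above a per-plate limit of that plate's mean compound inhibition plus 3 SD, cut at about 60% in these data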;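 also: 0% = DMSO wells and 100% = LY294002 at 200 µM; higher means less KLF5 promoter-driven luciferase light; inactives centre near -14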
aSyn UTR inh: MLPCN primary screen, SNCA 5' untranslated region; alpha-synuclein 5'UTR reporter, inhibitor activity; inhibition, % (tested at 7.5 µM); hit rate 0.82% among 300,000; AID 1813; in the data active = inhibition above about 60%;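 also: H4 neuroglioblastoma cells stably carrying SNCA 5'UTR luciferase fusion; 0% = DMSO wells and 100% = positive control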
AI-2 QS modul: modulators of Vibrio harveyi AI-2 quorum sensing system. Vibrio harveyi JMH597 AI-2 luminescence/OD600 ratio, 9 h; active compounds read low; strain lacks LuxN and CqsS sensors; 0 = neutral-control median. activity change, % at 7.5 µM. hit rate 0.4% among 300,000. AID 2094; in the data active = activity change below about -75%, passing the limit was not always enough;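 also: luminescence divided by OD600 gain over 9 h not by final OD600 alone; inactives centre near 13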
HIF act: HIF pathway transcriptional activation. U2OS HRE-luciferase reporter, luminescence; normalized: DMSO 0%, desferrioxamine 100%. activation, % at 7.5 µM (by protocol). hit rate 0.32% among 300,000. AID 1910;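 active = mean activation of at least 10% of the iron chelator positive control signal, with at least half of replicates also reaching 10%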
HSF1 inh: HSF1 inhibition | AID 2098 | activity change, negative = inhibition, % at 7.5 µM (by protocol) | hit rate 0.77% among 300,000 | NIH3T3-HGL HSE-luciferase, MG132-induced, luminescence 8 h; active compounds read low;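 active = more than half of replicate wells show activity change below -50%, luminescence cut by over half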;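 also: luciferase reports HSF-1 transcriptional activity via heat shock element; 0% = median of DMSO wells and -100% = zero luminescence signal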
The depositor's hits bear a star.

Results for O=c1c(-c2cccc([N+](=O)[O-])c2)[n+]([O-])c2ccccc2n1O ?
HDAC3 inhib: 7; Platelet DG rel: 4; HSF-1 act: -5; HSP90 inh: -3; IEC-6 cytotox: 10; KLF5 inh: -14; aSyn UTR inh: 3; AI-2 QS modul: 4; HIF act: 0.0; HSF1 inh: -3

Results for CCn1c(C)nc2c1C(=O)c1ccccc1C2=O ?
HDAC3 inhib: -5; Platelet DG rel: -2; HSF-1 act: 6; HSP90 inh: -2; IEC-6 cytotox: 22*; KLF5 inh: -25; aSyn UTR inh: 3; AI-2 QS modul: 23; HIF act: -0.1; HSF1 inh: 2

Results for CCOC(=O)c1c(NC(=O)Cn2nc(C(F)F)cc2C(F)F)sc(C)c1C ?
HDAC3 inhib: 20; Platelet DG rel: -2; HSF-1 act: -6; HSP90 inh: -3; IEC-6 cytotox: -2; KLF5 inh: -11; aSyn UTR inh: 13; AI-2 QS modul: 16; HIF act: 0.1; HSF1 inh: 10

What do the screens show for `CC(C)c1cccc(C(C)C)c1NC(=O)COC(=O)[C@H](C)NC(N)=O`?
HDAC3 inhib: 0; Platelet DG rel: -1; HSF-1 act: 12; HSP90 inh: -2; IEC-6 cytotox: -4; KLF5 inh: -3; aSyn UTR inh: 4; AI-2 QS modul: 19; HIF act: -0.4; HSF1 inh: -3

How did Cc1cccc(NCc2ccc(N(C)C)cc2)n1 do in these assays?
HDAC3 inhib: 11; Platelet DG rel: 3; HSF-1 act: 32; HSP90 inh: 3; IEC-6 cytotox: -2; KLF5 inh: -106; aSyn UTR inh: -72; AI-2 QS modul: -3; HIF act: 3.5; HSF1 inh: 14

Results for COc1ccc(Nc2cc(C)nc3nc(C)nn23)c(OC)c1 ?
HDAC3 inhib: 0; Platelet DG rel: 1; HSF-1 act: -4; HSP90 inh: 9; IEC-6 cytotox: 0; KLF5 inh: -13; aSyn UTR inh: 15; AI-2 QS modul: 23; HIF act: -0.1; HSF1 inh: -5

How did CCOc1ccc(C(=O)O)cc1OC do in these assays?
HDAC3 inhib: 2; Platelet DG rel: 2; HSF-1 act: -16; HSP90 inh: 3; IEC-6 cytotox: 0; KLF5 inh: 5; aSyn UTR inh: -11; AI-2 QS modul: 20; HIF act: 0.1; HSF1 inh: -6

How did CCC(=O)NC(=S)NNC(=O)c1ccc(O)cc1 do in these assays?
HDAC3 inhib: 6; Platelet DG rel: -8; HSF-1 act: 15; HSP90 inh: -2; IEC-6 cytotox: -5; KLF5 inh: 12; aSyn UTR inh: -3; AI-2 QS modul: 7; HIF act: -0.2; HSF1 inh: 21

Results for CC(C)N(C(=S)Nc1cccnc1)c1ccccc1 ?
HDAC3 inhib: -4; Platelet DG rel: -1; HSF-1 act: -15; HSP90 inh: 0; IEC-6 cytotox: 0; KLF5 inh: 1; aSyn UTR inh: 10; AI-2 QS modul: 5; HIF act: 0.6; HSF1 inh: 1

Results for CCn1c(=N)c(S(=O)(=O)c2ccc(Cl)cc2)cc2c(=O)n3ccccc3nc21 ?
Platelet DG rel: 10; HSF-1 act: -15; HSP90 inh: -5; IEC-6 cytotox: -9; KLF5 inh: -20; aSyn UTR inh: 17; AI-2 QS modul: 42; HIF act: -0.2; HSF1 inh: 0

Results for N/C(=N\OC(=O)C1CCCCC1)c1cccc(Br)c1 ?
Platelet DG rel: -8; HSF-1 act: 34; HSP90 inh: -2; IEC-6 cytotox: 9; KLF5 inh: -113; aSyn UTR inh: -170; AI-2 QS modul: -36; HIF act: 3.3; HSF1 inh: 23

Results for COc1cccc(C(C(=O)NC2CCCC2)N(Cc2ccc(C)cc2)C(=O)c2ccco2)c1OC (stereo unspecified) ?
HDAC3 inhib: -2; HSF-1 act: 2; HSP90 inh: -5; IEC-6 cytotox: 1; KLF5 inh: -25; aSyn UTR inh: -9; AI-2 QS modul: -6; HIF act: -0.4; HSF1 inh: 7

How did CC1CCN(c2ccccc2NC(=S)NC(=O)C(C)(C)C)CC1 do in these assays?
HDAC3 inhib: 7; Platelet DG rel: -2; HSF-1 act: -3; HSP90 inh: -2; IEC-6 cytotox: -4; KLF5 inh: -25; aSyn UTR inh: 30; AI-2 QS modul: 17; HIF act: 0.0; HSF1 inh: -6

Results for CC(C)(C)c1ccc(C(=O)Nc2nnc(C3=COCCO3)o2)cc1 ?
HDAC3 inhib: 1; Platelet DG rel: 12; HSF-1 act: -26; HSP90 inh: 2; IEC-6 cytotox: 0; KLF5 inh: -5; aSyn UTR inh: -15; AI-2 QS modul: 42; HIF act: -0.1; HSF1 inh: -24

Results for COc1ccc(CC(=O)Nc2ccc(-c3ccc4nnc(C)n4n3)cc2)cc1OC ?
HDAC3 inhib: -1; Platelet DG rel: -1; HSF-1 act: 19; HSP90 inh: -4; IEC-6 cytotox: 8; KLF5 inh: -49; aSyn UTR inh: -75; AI-2 QS modul: 8; HIF act: 0.1; HSF1 inh: 15

How did CCCc1cc(C(N)=O)c(NC(=O)C2CCCO2)s1 (stereo unspecified) do in these assays?
HDAC3 inhib: 6; Platelet DG rel: -6; HSF-1 act: -13; HSP90 inh: -3; IEC-6 cytotox: 5; KLF5 inh: 0; aSyn UTR inh: 12; AI-2 QS modul: 17; HIF act: -0.1; HSF1 inh: -3

Results for O=C(O)Cn1nnc(COc2ccccc2)n1 ?
HDAC3 inhib: -1; Platelet DG rel: -7; HSF-1 act: 18; HSP90 inh: 5; IEC-6 cytotox: -1; KLF5 inh: 9; aSyn UTR inh: -12; HIF act: 0.2; HSF1 inh: -5

How did O=C1CCC(CCC(=O)N2CCCC(C(=O)c3ccc4c5c(cccc35)CC4)C2)=NN1 (stereo unspecified) do in these assays?
HDAC3 inhib: -1; Platelet DG rel: -6; HSF-1 act: -12; HSP90 inh: -5; IEC-6 cytotox: 0; KLF5 inh: -15; aSyn UTR inh: 9; AI-2 QS modul: 19; HIF act: -0.3; HSF1 inh: -1

What do the screens show for `CC1(C)C2CCC1(CS(=O)(=O)N1CCC(C(N)=O)CC1)C(=O)C2` (stereo unspecified)?
HDAC3 inhib: 2; Platelet DG rel: -8; HSF-1 act: -5; HSP90 inh: 3; IEC-6 cytotox: 5; KLF5 inh: 18; aSyn UTR inh: -1; AI-2 QS modul: -7; HIF act: 0.0; HSF1 inh: 2

How did Cc1ccc2c(c1)CCCN2C(=O)c1cccs1 do in these assays?
HDAC3 inhib: -7; Platelet DG rel: -6; HSF-1 act: -16; HSP90 inh: 5; IEC-6 cytotox: -6; KLF5 inh: -27; aSyn UTR inh: -23; AI-2 QS modul: 0; HIF act: 0.3; HSF1 inh: -4

Results for CN(c1ccc(C(=O)N2CCN(Cc3ccc4c(c3)OCO4)CC2)cc1)S(=O)(=O)c1ccccc1 ?
HDAC3 inhib: 0; Platelet DG rel: 11; HSF-1 act: 26; HSP90 inh: 0; IEC-6 cytotox: 0; KLF5 inh: -29; aSyn UTR inh: 7; AI-2 QS modul: -1; HIF act: 0.0; HSF1 inh: 5

Results for O=C(NCCc1c[nH]c2ccccc12)c1ccco1 ?
HDAC3 inhib: 9; Platelet DG rel: -3; HSF-1 act: 19; HSP90 inh: -5; IEC-6 cytotox: -5; KLF5 inh: -23; aSyn UTR inh: -32; AI-2 QS modul: 18; HIF act: 0.5; HSF1 inh: 4

Results for CCOC(=O)C1CCCN(c2c(NCCc3ccc(Cl)cc3)c(=O)c2=O)C1 (stereo unspecified) ?
HDAC3 inhib: 0; Platelet DG rel: 1; HSF-1 act: -23; HSP90 inh: -2; IEC-6 cytotox: -6; KLF5 inh: -33; aSyn UTR inh: 14; AI-2 QS modul: 15; HIF act: 0.4; HSF1 inh: -6

How did COc1ccc(-n2c(Cc3cccn3C)nnc2SCC(=O)N2CCC(C)CC2)cc1 do in these assays?
HDAC3 inhib: -5; Platelet DG rel: 1; HSF-1 act: 1; HSP90 inh: -5; IEC-6 cytotox: 4; KLF5 inh: 10; aSyn UTR inh: 15; AI-2 QS modul: 28; HIF act: 0.1; HSF1 inh: 2

Reprinted from the part before: two entries; new compounds follow.
Results for CCOC(=O)C1CCCN(c2c(NCCc3ccc(Cl)cc3)c(=O)c2=O)C1 (stereo unspecified) ?
HDAC3 inhib: 0; Platelet DG rel: 1; HSF-1 act: -23; HSP90 inh: -2; IEC-6 cytotox: -6; KLF5 inh: -33; aSyn UTR inh: 14; AI-2 QS modul: 15; HIF act: 0.4; HSF1 inh: -6

How did COc1ccc(-n2c(Cc3cccn3C)nnc2SCC(=O)N2CCC(C)CC2)cc1 do in these assays?
HDAC3 inhib: -5; Platelet DG rel: 1; HSF-1 act: 1; HSP90 inh: -5; IEC-6 cytotox: 4; KLF5 inh: 10; aSyn UTR inh: 15; AI-2 QS modul: 28; HIF act: 0.1; HSF1 inh: 2

What do the screens show for `CC1CC2(CCCCC2)Nc2ccc3ccccc3c21` (stereo unspecified)?
HDAC3 inhib: -7; Platelet DG rel: 8; HSF-1 act: 58*; HSP90 inh: 4; IEC-6 cytotox: 7; KLF5 inh: -10; aSyn UTR inh: 21; AI-2 QS modul: 8; HIF act: 0.0; HSF1 inh: 38

Results for Cc1cccc(C)c1NC1=NC(=S)N(c2ccc(N(C)C)cc2)C1(C)C ?
HDAC3 inhib: 3; Platelet DG rel: 4; HSF-1 act: -40; HSP90 inh: 1; IEC-6 cytotox: -11; KLF5 inh: -27; aSyn UTR inh: 11; AI-2 QS modul: 25; HIF act: 1.3; HSF1 inh: -29

How did CC(Oc1cc(C(F)(F)F)cc(C(F)(F)F)c1)C(=O)NC(N)=O (stereo unspecified) do in these assays?
HDAC3 inhib: 7; HSF-1 act: -2; HSP90 inh: -3; IEC-6 cytotox: 5; KLF5 inh: -25; aSyn UTR inh: 16; AI-2 QS modul: 13; HIF act: -1.1; HSF1 inh: -6

How did Cc1nnc(SCC(=O)Nc2cc(Cl)ccc2Cl)n1CC1CCCO1 (stereo unspecified) do in these assays?
HDAC3 inhib: -12; Platelet DG rel: -4; HSF-1 act: 21; HSP90 inh: -5; IEC-6 cytotox: -6; KLF5 inh: 2; aSyn UTR inh: 8; HIF act: 0.6; HSF1 inh: 2

What do the screens show for `C=CCNc1nc2ccccc2nc1NS(=O)(=O)c1ccc(OC)cc1`?
HDAC3 inhib: -3; Platelet DG rel: -4; HSF-1 act: -3; HSP90 inh: 1; IEC-6 cytotox: 1; KLF5 inh: -27; aSyn UTR inh: 7; AI-2 QS modul: -2; HIF act: 1.8; HSF1 inh: 5

What do the screens show for `O=C(CSCC(=O)N1CCOCC1)Nc1nc(-c2ccc3c(c2)OCO3)cs1`?
HDAC3 inhib: -13; Platelet DG rel: 2; HSF-1 act: -6; HSP90 inh: 2; IEC-6 cytotox: 8; KLF5 inh: -100; aSyn UTR inh: -131; AI-2 QS modul: 29; HIF act: 3.4; HSF1 inh: 8

How did COC(=O)NCC(c1ccco1)N1CCN(c2ccccc2)CC1 (stereo unspecified) do in these assays?
HDAC3 inhib: 0; Platelet DG rel: -9; HSF-1 act: -2; HSP90 inh: 0; IEC-6 cytotox: 4; KLF5 inh: -6; aSyn UTR inh: -4; AI-2 QS modul: 19; HIF act: 0.0; HSF1 inh: 1

How did Cc1ccc2oc3nc(C)c(C(=O)Nc4cccc(C(F)(F)F)c4)cc3c(=O)c2c1 do in these assays?
HDAC3 inhib: -6; Platelet DG rel: -3; HSF-1 act: 31; HSP90 inh: 0; IEC-6 cytotox: 10; KLF5 inh: -4; aSyn UTR inh: -37; AI-2 QS modul: 19; HIF act: -0.5; HSF1 inh: 11

How did CC(=O)NC(Cc1cc(C)ccc1C)C(=O)N1CCN(C(=O)c2ccc(Br)cc2)CC1 (stereo unspecified) do in these assays?
HDAC3 inhib: -10; Platelet DG rel: 1; HSF-1 act: -5; HSP90 inh: 1; IEC-6 cytotox: -1; KLF5 inh: -5; aSyn UTR inh: 25; AI-2 QS modul: 4; HIF act: -0.1; HSF1 inh: -8
